# Bioassay records deposited in PubChem BioAssay by Broad Institute.
# Mtb BioA inh – inhibitors of Mycobacterium tuberculosis BioA enzyme; 0.096% of 360,000 active; purified M. tuberculosis BioA enzyme, plate reader; inhibition, % at 9.99 µM; in the data active = inhibition above about 40%
# * marks the source's active call; other numbers are inactive results; & = joins results of further samples.
# A first look, two compounds:
SMILES,Mtb BioA inh
CCNC(=O)C[C@@H]1CC[C@@H]2[C@H](COc3ccc(NC(=O)Nc4ccccc4C)cc3C(=O)N2C)O1,0.8
COc1cccc(CN2[C@H](CO)[C@@H]3c4ccccc4N(C(=O)C4CC4)C[C@@H]32)c1,2.9

# Main list, from the start:
SMILES,Mtb BioA inh
CCNC(=O)C[C@@H]1CC[C@@H]2[C@H](COc3ccc(NC(=O)Nc4ccccc4C)cc3C(=O)N2C)O1,0.8
COc1cccc(CN2[C@H](CO)[C@@H]3c4ccccc4N(C(=O)C4CC4)C[C@@H]32)c1,2.9
O=C(C[C@@H]1CC[C@H]2[C@@H](COC[C@@H](O)CN2C(=O)c2ccccc2F)O1)N1CCOCC1,-0.5
CCN1[C@H](C(=O)Nc2ccccc2)[C@@H](CO)[C@@H]2Cn3c(ccc(-c4ccccc4)c3=O)[C@@H]21,12
CCCN(C[C@@H]1N[C@@H](CO)[C@H]1c1ccc(-c2cccnc2)cc1)C(C)=O,5.4&-0.5
C[C@H]1CN([C@@H](C)CO)C(=O)c2cccc(NC(=O)Nc3ccccc3)c2O[C@H]1CN(C)C(=O)Nc1ccccc1,-1.4
C[C@H](CO)N1C[C@H](C)[C@H](CN(C)C(=O)Nc2ccccc2)OCCCC[C@H](C)Oc2ccc(NS(=O)(=O)c3ccc(Cl)cc3)cc2C1=O,-0.2
COc1ccc(-c2ccc([C@@H]3[C@@H](CO)N(C(=O)NC4CCCC4)[C@H]3C#N)cc2)cc1,-5.4
CO[C@@H]1CN(C)C(=O)c2cc(NC(=O)C3CCC3)ccc2OC[C@@H](C)N(Cc2ccccn2)C[C@@H]1C,0.9
COc1ccc(S(=O)(=O)Nc2ccc3c(c2)CC(=O)N([C@H](C)CO)C[C@H](C)[C@H](CN(C)S(=O)(=O)c2ccc(F)cc2)O3)cc1,-4.3
C[C@@H]1CN([C@H](C)CO)C(=O)c2cc(C#Cc3cccc(F)c3)cnc2O[C@@H]1CN(C)C(=O)C1CC1,-0.3
Cc1noc(C)c1S(=O)(=O)Nc1ccc2c(c1)CC(=O)N([C@H](C)CO)C[C@H](C)[C@@H](CN(C)S(C)(=O)=O)O2,1.9
O=C(NC[C@H]1N[C@H](CO)[C@@H]1c1ccc(C2=CCCC2)cc1)c1ccccc1,-0.3
CC(C)NC(=O)N(C)C[C@H]1Oc2ccc(NS(=O)(=O)c3cn(C)cn3)cc2CC(=O)N([C@H](C)CO)C[C@H]1C,-1.7
COc1ccc(-c2ccc([C@H]3[C@@H](C#N)N(C(=O)NC(C)C)[C@@H]3CO)cc2)cc1,-1.1
CC(C)NC(=O)Nc1cccc2c1O[C@@H](CN(C)S(=O)(=O)c1ccc(F)cc1)[C@H](C)CN([C@@H](C)CO)C2=O,-0.3
CCCN(C)C[C@H]1OCCCC[C@H](C)Oc2ccc(NC(=O)c3ccccc3)cc2C(=O)N([C@@H](C)CO)C[C@H]1C,-1.9
C[C@@H]1CCCCO[C@H](CN(C)C(=O)Nc2ccccc2)[C@H](C)CN([C@@H](C)CO)C(=O)c2cc(NS(=O)(=O)c3cccs3)ccc2O1,1.2
C[C@@H]1CN([C@H](C)CO)C(=O)c2cc(NS(=O)(=O)c3ccccc3)ccc2O[C@H]1CN(C)S(=O)(=O)c1ccccc1,0.4
CN1C(=O)c2cc(NC(=O)C3CCCC3)ccc2OC[C@@H]2O[C@H](CC(=O)Nc3ccccc3)CC[C@@H]21,-2.0

# Two of the compounds above, field by field.
C[C@@H]1CCCCO[C@H](CN(C)C(=O)Nc2ccccc2)[C@H](C)CN([C@@H](C)CO)C(=O)c2cc(NS(=O)(=O)c3cccs3)ccc2O1
  Mtb BioA inh = 1.2
COc1cccc(CN2[C@H](CO)[C@@H]3c4ccccc4N(C(=O)C4CC4)C[C@@H]32)c1
  Mtb BioA inh = 2.9

# Three entries from above, with each value named:
SMILES: C[C@H](CO)N1C[C@H](C)[C@H](CN(C)C(=O)Nc2ccccc2)OCCCC[C@H](C)Oc2ccc(NS(=O)(=O)c3ccc(Cl)cc3)cc2C1=O
- Mtb BioA inh: -0.2

SMILES: COc1ccc(-c2ccc([C@@H]3[C@@H](CO)N(C(=O)NC4CCCC4)[C@H]3C#N)cc2)cc1
- Mtb BioA inh: -5.4

SMILES: CO[C@@H]1CN(C)C(=O)c2cc(NC(=O)C3CCC3)ccc2OC[C@@H](C)N(Cc2ccccn2)C[C@@H]1C
- Mtb BioA inh: 0.9

# New compounds follow.
SMILES,Mtb BioA inh
CCC(=O)N1[C@H](CO)[C@H]2c3ccccc3N(C(=O)Nc3cccc(Cl)c3)C[C@H]21,-3.9
COc1ccc(NC(=O)Nc2ccc3c(c2)C(=O)N([C@@H](C)CO)C[C@H](C)[C@@H](CN(C)C)O3)cc1,-1.0
CC(C)NC(=O)N(C)C[C@@H]1OCCCC[C@@H](C)Oc2ccc(NS(C)(=O)=O)cc2C(=O)N([C@@H](C)CO)C[C@H]1C,-2.8
C[C@@H]1CN([C@H](C)CO)C(=O)Cc2cc(NC(=O)C3CCCCC3)ccc2O[C@H]1CN(C)Cc1ccccc1,1.6
CN(C)CCCNC(=O)C[C@@H]1CC[C@H]2[C@H](COc3ccc(NC(=O)c4ccc5c(c4)OCO5)cc3C(=O)N2C)O1,1.9
CC(C)C#Cc1ccc([C@@H]2[C@@H](CO)N(C(=O)C3CCC3)[C@H]2C#N)cc1,-0.9
O=C([C@@H]1[C@@H](CO)[C@@H]2Cn3c(ccc(-c4cccc(F)c4)c3=O)[C@@H]2N1Cc1cocn1)N1CCCCC1,-0.2
O=C(Nc1cccc(Cl)c1)N[C@@H]1CC[C@@H](CCNC(=O)C2CCOCC2)O[C@@H]1CO,-1.4
COc1ccc(-c2cn(CC[C@H]3CC[C@H](NC(=O)Cc4ccccn4)[C@H](CO)O3)nn2)cc1,2.5
C[C@H]1CN([C@@H](C)CO)C(=O)c2cc(NC(=O)NC3CCCCC3)ccc2O[C@H]1CN(C)C(=O)NC1CCCCC1,2.2
CC(=O)N1[C@H](CO)[C@H]2c3ccccc3N(S(=O)(=O)c3ccc(F)cc3)C[C@H]21,5.6
C[C@@H]1CN([C@H](C)CO)C(=O)c2cc(C#CC3(O)CCCC3)cnc2O[C@@H]1CN(C)C,-2.1
C[C@@H]1CN([C@@H](C)CO)C(=O)c2cccc(NC(=O)C3CCOCC3)c2O[C@H]1CN(C)S(=O)(=O)c1ccc(F)cc1,-1.4
O=C(Nc1ccc(F)cc1)N1C[C@H]2[C@@H](c3ccccc31)[C@@H](CO)N2Cc1cocn1,4.3
CC(C)NC(=O)N(C)C[C@H]1Oc2c(NC(=O)C3CCCCC3)cccc2C(=O)N([C@H](C)CO)C[C@H]1C,-1.5
C[C@H](CO)N1C[C@H](C)[C@@H](CN(C)Cc2ccc(C(=O)O)cc2)Oc2c(NC(=O)Nc3ccc4c(c3)OCO4)cccc2C1=O,0.4
Cc1noc(C)c1NC(=O)N(C)C[C@@H]1OCCCC[C@@H](C)Oc2ccc(NC(=O)Nc3ccc4c(c3)OCO4)cc2C(=O)N([C@@H](C)CO)C[C@H]1C,0.8
CC(C)NC(=O)Nc1ccc2c(c1)C(=O)N([C@H](C)CO)C[C@@H](C)[C@@H](CN(C)Cc1ccccc1)O2,-0.9
COc1cccc(S(=O)(=O)N[C@H]2CC[C@H](CCNC(=O)Nc3cc(F)ccc3F)O[C@H]2CO)c1,1.9
O=C(Nc1ccccc1)N1C[C@H]2[C@@H](c3ccccc31)[C@H](CO)N2C(=O)c1ccncc1,5.2
CCC(=O)N(C)C[C@H]1Oc2cc(C#CCN(C)C)ccc2S(=O)(=O)N([C@@H](C)CO)C[C@H]1C,-1.8
C[C@@H]1CN([C@@H](C)CO)C(=O)c2cc(/C=C/c3ccccc3)cnc2O[C@H]1CN(C)C(=O)c1cccnc1,1.1
CO[C@H]1CC[C@H]2CCOc3c(C#N)cccc3C(=O)N(C)C[C@H](OC)[C@@H](C)C(=O)N(C)C[C@H]1O2,0.7
O=C(c1cccc(F)c1)N1CC[C@H]2[C@H](CO)Nc3ccc(-c4ccccc4F)cc3[C@H]21,-1.7
CO[C@@H]1CN(C)C(=O)c2cc(NC(=O)C3CCCCC3)ccc2OC[C@@H](C)N(C(=O)c2ccccc2)C[C@@H]1C,0.5
C[C@H]1CN([C@@H](C)CO)C(=O)c2cc(-c3cccc(C#N)c3)cnc2O[C@@H]1CN(C)Cc1ccncc1,-0.5
C[C@@H]1CCCCO[C@H](CN(C)Cc2ccc(Cl)c(Cl)c2)[C@@H](C)CN([C@H](C)CO)C(=O)c2cc(NC(=O)Cc3ccccc3)ccc2O1,2.0
C[C@@H]1CN([C@H](C)CO)C(=O)c2cc(NC(=O)Nc3ccccc3)ccc2O[C@@H]1CN(C)C(=O)Nc1ccccc1,2.8
Cc1ccc(S(=O)(=O)N(C)C[C@H]2Oc3ccc(NC(=O)c4ccncc4)cc3C(=O)N([C@H](C)CO)C[C@H]2C)cc1,-0.9
CC(C)(O)C#Cc1ccc([C@H]2[C@@H](CO)N3CCCCN(C(=O)c4ccc(F)cc4)C[C@@H]23)cc1,-1.0
C[C@@H]1CN([C@H](C)CO)C(=O)Cc2cc(NC(=O)c3ccncc3)ccc2O[C@@H]1CN(C)Cc1ccc(-c2ccccc2)cc1,0.3
O=C(C[C@H]1C=C[C@@H](NC(=O)c2ccccc2)[C@H](CO)O1)Nc1ccc(-c2ccccc2)cc1,3.4
C[C@H](CO)N1C[C@H](C)[C@@H](CN(C)CC2CCCCC2)Oc2ncc(C#C[C@@H](C)O)cc2C1=O,-1.5
C[C@@H]1CN([C@@H](C)CO)C(=O)c2cc(NS(C)(=O)=O)ccc2O[C@@H](C)CCCCO[C@@H]1CN(C)C(=O)c1ccccc1,0.6
CCC(=O)N1C[C@H](C)[C@@H](OC)CN(C)C(=O)c2ccc(NS(C)(=O)=O)cc2OC[C@@H]1C,0.0
CC(=O)N1[C@@H]2c3ccc(C4=CCCC4)c(=O)n3C[C@H]1[C@H](CO)[C@H]2C(=O)N[C@@H](C)c1ccccc1,0.2
CCC(=O)N(C)C[C@@H]1Oc2ncc(C#CC(C)(C)O)cc2C(=O)N([C@@H](C)CO)C[C@H]1C,-1.2
Cc1noc(C)c1NC(=O)Nc1cccc2c1O[C@@H](CN(C)CC1CC1)[C@H](C)CN([C@@H](C)CO)C2=O,3.5
C[C@H](CO)N1C[C@H](C)[C@H](CN(C)Cc2ccc(C(F)(F)F)cc2)Oc2ccc(NC(=O)C3CC3)cc2CC1=O,5.6
CCCNC(=O)C[C@H]1CC[C@@H]2[C@@H](COc3ccc(NC(=O)Cc4ccccc4)cc3C(=O)N2C)O1,-0.7
CC(C)CC#Cc1ccc2c(c1)O[C@H](CN(C)Cc1ccc3c(c1)OCO3)[C@H](C)CN([C@H](C)CO)S2(=O)=O,0.2
Cc1noc(C)c1NC(=O)Nc1cccc2c1O[C@H](CN(C)CC1CC1)[C@H](C)CN([C@H](C)CO)C2=O,-0.3
CCCNC(=O)Nc1ccc2c(c1)OC[C@H](C)N(C)C[C@H](C)[C@@H](OC)CN(C)C2=O,-1.0
CC(C)C#Cc1ccc([C@H]2[C@@H](CO)N(C(=O)C3CCC3)[C@H]2C#N)cc1,1.7
C[C@@H]1CN([C@@H](C)CO)C(=O)c2cc(C3=CCCCC3)cnc2O[C@H]1CN(C)C(=O)c1cccnc1,1.4
CC(C)NC(=O)N(C)C[C@@H]1Oc2ncc(C3=CCCCC3)cc2C(=O)N([C@@H](C)CO)C[C@H]1C,-6.2
COc1ccc(NC(=O)Nc2ccc3c(c2)C(=O)N([C@@H](C)CO)C[C@H](C)[C@H](CN(C)C(=O)NC2CCCCC2)O3)cc1,-1.2
C[C@@H]1CCCCO[C@@H](CN(C)C(=O)Cc2ccccc2)[C@H](C)CN([C@@H](C)CO)C(=O)c2cc(NC(=O)CCCN(C)C)ccc2O1,0.1
COc1ccc(-c2ccc([C@@H]3[C@@H](CO)N4CCCCN(C(=O)c5ccc6c(c5)OCO6)C[C@H]34)cc2)cc1,8.6
O=C(C[C@@H]1CC[C@@H]2[C@H](COC[C@H](O)CN2S(=O)(=O)c2cccc(F)c2)O1)NCCCN1CCOCC1,-2.1
C[C@@H]1CN([C@H](C)CO)C(=O)Cc2cc(N(C)C)ccc2O[C@@H]1CN(C)C(=O)Nc1ccc(C(F)(F)F)cc1,-0.1
C[C@H](CO)N1C[C@H](C)[C@H](CN(C)C(=O)NC2CCCCC2)Oc2ccc(NC(=O)Nc3ccccc3)cc2C1=O,0.8
C[C@H]1CN([C@@H](C)CO)C(=O)c2cccc(NC(=O)c3cnccn3)c2O[C@H]1CN(C)CC1CCCCC1,-2.3
Cc1ccc(S(=O)(=O)Nc2ccc3c(c2)C(=O)N([C@H](C)CO)C[C@H](C)[C@H](CN(C)S(=O)(=O)c2ccc(F)cc2)OCCCC[C@H](C)O3)cc1,-2.3
CC(C)NC(=O)N(C)C[C@@H]1Oc2ccc(NC(=O)NC3CCCCC3)cc2CC(=O)N([C@@H](C)CO)C[C@@H]1C,1.0
COc1ccc(NC(=O)Nc2ccc3c(c2)CC(=O)N([C@@H](C)CO)C[C@@H](C)[C@@H](CN(C)Cc2ccc(-c4ccccc4)cc2)O3)cc1,0.2
COc1ccc(C#Cc2ccc3c(c2)[C@]2(C(=O)N3)[C@H](C(=O)N3CCCCCCC3)[C@H]3C(=O)O[C@H](c4ccccc4)[C@H](c4ccccc4)N3[C@@H]2c2ccccc2OCCO)cc1,-3.0
Cc1ccc(S(=O)(=O)Nc2cccc3c2O[C@@H](CN(C)C(=O)Nc2ccc(C(F)(F)F)cc2)[C@@H](C)CN([C@H](C)CO)C3=O)cc1,5.8
COc1ccc(S(=O)(=O)N(C)C[C@@H]2Oc3cc(C#CC4CCCC4)ccc3S(=O)(=O)N([C@@H](C)CO)C[C@@H]2C)cc1,-1.4
COc1ccc(CN(C)C[C@H]2OCCCC[C@H](C)Oc3ccc(NC(=O)c4ccncc4)cc3C(=O)N([C@@H](C)CO)C[C@@H]2C)cc1,6.7

# These rows are one share of the data; rates above refer to the full screens.
